Compound activity (PubChem BioAssay)
TRPV1 ag – human TRPV1 agonism. Q8NER1. TRPV1-expressing cells, Fluo-8 calcium influx, agonist mode. activation, % at 8.33 µM. actives 0.19% (n = 320,000). AID 540275; in the data active = activation above about 80%; inconclusive = between about 30% and that limit; also: 0% is about no effect
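Fluo-8 calcium influx in TRPV1-expressing cells, kinetic read (ex 480/em 520 nm). Compound added and read 3 min for agonist activity, followed by capsaicin at EC20 final and 2 min further read for enhancement.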
GALK inhibitor – galactokinase (human) inhibition; Purified GALK, Kinase-Glo residual ATP luminescence; actives 0.007% (n = 270,000); Potency, µM (top dose mostly 57.5 µM), for the others: at the top dose activity change, negative = inhibition, actives largely listed as inhibitors; AID 1868; also: potency is read from the fitted curve at half-maximal effect; % is scaled to controls: 0 for no effect and ±100 for the full control effect
Target sequence (P51570 whole entry, looked up): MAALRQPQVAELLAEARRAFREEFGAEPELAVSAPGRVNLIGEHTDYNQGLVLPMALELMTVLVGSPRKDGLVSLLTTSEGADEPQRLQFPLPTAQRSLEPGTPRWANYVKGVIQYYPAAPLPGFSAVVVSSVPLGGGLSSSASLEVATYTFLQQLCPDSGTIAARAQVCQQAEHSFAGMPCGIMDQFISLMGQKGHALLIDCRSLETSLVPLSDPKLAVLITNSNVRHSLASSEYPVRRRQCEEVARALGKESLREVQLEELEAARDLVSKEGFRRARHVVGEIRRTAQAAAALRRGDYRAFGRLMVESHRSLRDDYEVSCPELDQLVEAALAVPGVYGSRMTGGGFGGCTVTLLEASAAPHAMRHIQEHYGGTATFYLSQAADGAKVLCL
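GALK at 5 nM final was combined with compound, 35 uM ATP and 100 uM galactose in HEPES pH8.0 with MgCl2 and DTT. The reaction ran one hour at room temperature before luminescent ATP detection.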
hERG WT inh – inhibitors of human wildtype KCNH2 potassium channel; Q12809; U2OS, BacMam KCNH2, thallium flux FluxOr; hits give low values; activity change, % at 1.84 µM; actives 0.37% (n = 340,000); AID 720551;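 active = maximum activity change below -70%; inconclusive = maximum activity change between -70% and -50%; inactive = maximum activity change above -50%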; also: % is scaled to controls: 0 for no effect and ±100 for the full control effect
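U2OS cells transduced with wild-type KCNH2 virus are loaded with FluxOr dye for 45 min, and thallium flux is measured in kinetic reads before and after stimulation buffer. Rate constants are normalized to DMSO controls.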
KCNH2 3.1 block – KCNH2 3.1 (human) potassium channel inhibition. U2OS KCNH2 3.1, thallium flux FluxOr; hits give low values. activity change, % (tested at about 1.8 µM). actives 0.95% (n = 340,000);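 active = maximum activity change below -70%; inconclusive = maximum activity change from -70% to -50%; inactive = maximum activity change above -50%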;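 also: thallium influx rate constant from kinetic fluorescence after stimulation buffer; % is scaled to controls: 0 for no effect and ±100 for the full control effect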
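FluxOr-based Tl+ influx in U2OS cells transduced with KCNH2 3.1 virus; rate constants normalized to DMSO controls.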
PKM2 activator – activators of human pyruvate kinase M2. purified PKM2, Kinase-Glo ATP luminescence, activation; response scale: 0% is enzyme alone, no compound. actives 0.34% (n = 260,000). P14618. Potency, µM (series often up to 57.5 µM), for inactives: top-dose activation, most hits filed as activators. AID 1631; also: potency is read from the fitted curve at half-maximal effect; % is scaled to controls: 0 for no effect and ±100 for the full control effect; nearly all actives have a fitted effect of over 55% in size
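hPK-M2, >95% pure; 0.1 mM ADP / 0.5 mM PEP final; imidazole pH7.2 buffer w/ 7 mM MgCl2, 50 mM KCl; 1 h RT; Kinase-Glo lum. Intermediate enzyme activity for dual inhibitor/activator qHTS.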
CXXC DNA block – MLL CXXC-DNA interaction inhibition. MLL-CXXC / FITC-HOXA9 DNA fluorescence polarization. actives 0.037% (n = 290,000). Q03164. Potency, µM (top dose mostly 115 µM), for inactives: at the top dose activity change, negative = inhibition, hits mostly inhibitors. AID 2662; active = well fitted inhibition curve with a large enough effect in the polarisation, with a control signal flat, not every such curve was filed as active; inconclusive = small, poorly fitted or top-dose-only effect, or effect the other way, or a change in a side signal; inactive = no such curve, though single readings can be large or run the other way; the % refers to the polarisation; also: potency is read from the fitted curve at half-maximal effect
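Steps: dispense CXXC domain solution (7 uM) → pin compounds or unlabeled HOX-A9 DNA control → 5 min ambient → add FLSN-HOX-A9 solution (50 nM) → spin → 30 min ambient → fluorescence polarization. Tris pH 7.5/NaCl/DTT/BSA buffer.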
Giardia killer – kills Giardia lamblia | Giardia lamblia trophozoite viability | activity change, % at 7.66 µM, hits read low | actives 0.15% (n = 340,000); in the data active = activity change below about -80%; inconclusive = between about -30% and that limit;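 also: parasites exposed to compound for two days anaerobically before the ATP read; % is scaled to controls: 0 for no effect and ±100 for the full control effect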
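Media and compound were dispensed first, then trophozoites at 100 cells/well; plates sat 48 hrs at 37 deg C without oxygen before ATP luminescence reagent was added and read after 15-30 min at room temperature.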
Menin-MLL TR inh – menin-MLL binding inhibition, Texas Red mutant peptide; O00255; Menin + Texas Red MLL mutant peptide, fluorescence polarization; Potency, µM (series often up to 61.6 µM), for the others: at the top dose FP activity change, negative = inhibition, usual class: inhibitors; actives 0.23% (n = 270,000); AID 1768; active = well fitted inhibition curve with a large enough effect in the polarisation, with a control signal flat, not every such curve was filed as active; inconclusive = small, poorly fitted or top-dose-only effect, or effect the other way, or a change in a side signal; inactive = no such curve, though single readings can be large or run the other way; the % refers to the polarisation; also: potency is read from the fitted curve at half-maximal effect; % of control where 0% means no effect; many of its hits are not listed in these tables
Target sequence (O00255 whole entry, looked up): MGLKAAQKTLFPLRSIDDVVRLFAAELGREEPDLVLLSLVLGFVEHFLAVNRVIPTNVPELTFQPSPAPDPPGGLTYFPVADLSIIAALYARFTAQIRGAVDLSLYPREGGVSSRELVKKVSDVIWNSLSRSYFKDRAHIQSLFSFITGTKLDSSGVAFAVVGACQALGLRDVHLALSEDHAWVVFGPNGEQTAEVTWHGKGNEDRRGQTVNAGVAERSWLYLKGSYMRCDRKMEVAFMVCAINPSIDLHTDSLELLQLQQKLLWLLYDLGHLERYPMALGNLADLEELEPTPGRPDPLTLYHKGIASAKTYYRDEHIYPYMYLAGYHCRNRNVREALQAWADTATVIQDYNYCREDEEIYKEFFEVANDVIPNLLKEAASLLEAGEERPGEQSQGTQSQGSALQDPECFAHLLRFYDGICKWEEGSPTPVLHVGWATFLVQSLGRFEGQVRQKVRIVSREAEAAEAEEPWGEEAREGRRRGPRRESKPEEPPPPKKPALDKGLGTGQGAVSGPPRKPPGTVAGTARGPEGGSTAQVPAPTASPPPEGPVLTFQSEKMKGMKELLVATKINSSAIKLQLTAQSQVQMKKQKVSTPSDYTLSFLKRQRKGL
FBPA coupling cs – counter-screen for Giardia aldolase inhibitors: coupling enzyme system | coupling enzyme system counterscreen, AmpLite Red fluorescence | actives 0.67% (n = 290,000) | activity change, negative = inhibition, % at 58.2 µM, hits read low | AID 2472; in the data active = activity change below about -30%; also: % is scaled to controls: 0 for no effect and ±100 for the full control effect
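Final compound at 57.5 uM, incubated 10 min at RT with coupling enzyme reagent (glyceraldehyde-3-phosphate), then 20 min with substrate and AmpLite Red detection. Fluorescence read at 525/598 nm; tests interference with the coupling assay, not aldolase inhibition.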
USP2a inh – inhibitors of human ubiquitin-specific protease USP2a. actives 0.01% (n = 330,000). USP2 core, Ub-CHOP2 coupled fluorogenic reporter, 485/531. Potency, µM (doses to about 38.3 µM), for inactives: at the highest dose activity change, negative = inhibition, hits mostly inhibitors;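 also: potency is read from the fitted curve at half-maximal effect; plate controls were DMSO wells for no effect and full inhibition by NEM control for full effect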
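Cell-free coupled assay: 10nM USP2 core preincubated 30min RT with compound in Tris-HCl pH 8.0/CaCl2/CHAPS buffer, then 25nM Ub-CHOP2 and 25nM reporter substrate; fluorescence (Ex 485/Em 531) read after 60min RT, normalized to NEM inhibition, concentration-response curves fitted.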
B2AR arrestin – recruits beta-arrestin to the human beta2-adrenergic receptor; P07550; beta-arrestin recruitment to beta2AR, cell-based reporter; Potency, µM (series often up to 46.1 µM), for the others: at the top dose activation, usual class: activators; actives 0.02% (n = 330,000); AID 492947;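 also: potency is read from the fitted curve at half-maximal effect; 0% = DMSO controls and full agonism = EC100 isoproterenol or metaproterenol; nearly all actives have a fitted effect of over 65% in size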
Starred values were filed as active, the others as inactive; ? = inconclusive; . = no result given; [ ] = remark or other dose. Unless noted, calls follow the shape of the dose curve; as a rule, active = well fitted curve in the direction sought with a large enough effect; inconclusive = small, poorly fitted or top-dose-only effect, or another doubt; inactive = no such curve, though single readings can be large; an effect the other way counts as inactive or inconclusive. This is a subset. The share of hits here may be higher or lower than overall.

SMILES	TRPV1 ag	GALK inhibitor	hERG WT inh	KCNH2 3.1 block	PKM2 activator	CXXC DNA block	Giardia killer	Menin-MLL TR inh	FBPA coupling cs	USP2a inh	B2AR arrestin
COc1ccc(-c2cc(C(F)(F)F)nc(SCC(=O)NCCCN3CCOCC3)n2)cc1	2	1%	-2	-2	-3%	-5%	4	-9%	2	13%	0.2%
C=CCN1C(=O)C2(/C(=C(\O)c3ccc4c(c3)OCCO4)C(=O)C(=O)N2CCCOC)c2ccccc21 (stereo not given)	3	4%	6	-19	-17%	17%	0	?	5	1%	-1.2%
COc1cc(OC)c(CN2CCC(CO)(CCOc3ccccc3)CC2)c(OC)c1	4	-2%	-105*	.	0%	30%	-2	?	-1	0%	-0.3%
CCOC(=O)c1c(-c2ccc(C)c(C)c2)csc1NC(=O)C1CC=CCC1C(=O)O (stereo not given)	-2	0%	4	-14	-6%	-13%	-2	0%	12	-10%	-0.2%
COc1ccc(CN2CCN(Cc3cc4ccccc4o3)CC2CCO)cc1C (stereo not given)	-2	-9%	-5	-71*	-1%[11.5 µM]	0%	-29	-18%	0	1%	0.1%
NC(=O)COC(=O)/C=C/c1ccccc1[N+](=O)[O-]	-4	-2%	4	10	1%	0%	-8	14%	3	1%	-0.9%
CC(C)(C)c1ccc(S(=O)(=O)Nc2ccccn2)cc1	-1	5%	-15	-4	2%	7%	-21	-8%	5	4%	-0.2%
CCOC(=O)[C@@H]1[C@H]2COc3ccc(Br)cc3[C@@H]2N2C(=O)N(c3cccc(Cl)c3)C(=O)[C@@]12C	.	.	5	-23	.	.	7	.	.	2%	0.0%
O=C(c1cccn2c(=O)c3cc(Cl)ccc3nc12)N1CCOCC1	2	0%	0	-6	5%	0%	-3	-15%	0	0%	0.5%
O=C(COC(=O)CCc1c[nH]c2ccccc12)NCc1ccc(Cl)cc1	6	3%	2	5	0%	1%	-17	-22%	2	2%	0.0%
CC(NC(=O)c1ccccc1O)c1ccccc1 (stereo not given)	2	2%	-1	12	4%	-7%	-11	9%	2	2%	-0.9%
Cc1ccc(C(=O)N2CCC(C(N)=O)CC2)cc1C	-1	0%	2	10	-14%	8%	5	-8%	1	1%	-0.3%
CCN(CC)CCNC(=O)Cn1ncc2ccccc2c1=O	-1	5%	6	-3	2%	-5%	18	.	-1	1%	-0.2%
Cc1cc(NC(=O)CSCC(=O)NC(C)c2ccccc2)no1 (stereo not given)	.	.	5	12	.	.	16	.	.	2%	-0.1%
CCc1ccccc1NC(=O)CN(C)S(=O)(=O)c1ccc(-c2ccc(=O)[nH]n2)s1	?	-1%	15	?	.	5%	-2	38%[activator]	-3	5%	-0.1%
CN(C)c1ccc(CN(C(=O)COc2ccc(F)cc2)C2CCS(=O)(=O)C2)cc1 (stereo not given)	-1	-4%	-5	1	1%	10%	-5	-11%	0	1%	-0.4%
Cc1cc(-c2nnc(CCC(=O)NC(C)c3ccc(F)cc3)o2)no1 (stereo not given)	2	2%	9	5	-1%	-9%	?	7%	1	-6%	0.3%
Cc1cccc(C)c1OCC(=O)Nc1cc(Cl)ccc1-n1cncn1	?	.	0	-10	.	.	-18	.	.	1%	0.1%
Cc1ccc(C(=O)NNC(=S)NCC2CCCO2)cc1[N+](=O)[O-] (stereo not given)	-2	-1%	1	-2	-5%	7%	-20	.	.	2%	-0.6%
CN1C(=O)[C@@H]2C[C@@]3([C@@]45C[C@H]6C(=O)N(C)[C@@H](Cc7ccccc7)C(=O)N6[C@@H]4Nc4ccccc45)c4ccccc4N[C@H]3N2C(=O)[C@@H]1Cc1ccccc1	-5	.	21	0	.	.	3	.	.	0%	1.8%
COc1cccc(C(=O)N/N=C(/CCC(=O)O)c2ccccc2)c1	12	-2%	-9	6	3%	-12%	-21	-1%	2	3%	2.8%
O=[N+]([O-])c1ccc(NCCCN2CCOCC2)c([N+](=O)[O-])c1	-3	4%	20	17	?	-5%	?	6%	1	0%	0.5%
CC1(c2nnc(-c3cccc(Cl)c3)o2)CC(c2ccccc2Br)=NO1 (stereo not given)	12	.	-14	7	0%	-7%	13	25%	-2	2%	0.5%
CC(=O)N1CCN(S(=O)(=O)c2ccc3c(c2)CC(=O)N3)CC1	3	.	5	9	.	.	22	.	.	3%	-0.3%
NNC(=O)c1sc2nc(N3CCOCC3)c3c(c2c1N)CCCC3	-1	-2%	6	1	0%	2%	11	.	0	0%	-0.6%
C#CCNC(=O)C1=C[C@@H](c2ccc(C(F)(F)F)cc2)[C@H](CCCO)[C@@H](OCC)O1	11	0%	-3	-1	2%	-7%	27	15%	1	-1%	0.5%
COc1ccccc1-c1nnc(SCC(=O)NC2CC2)n1C	-3	.	12	5	.	.	10	.	.	-1%	0.1%
O=C(O)/C=C/c1cccc2c1OCCO2	1	-2%	-4	19	0%	0%	-25	.	-1	-8%	-0.6%
O=C(O)c1ccc(COc2ccc(/C=N/NC(=O)c3cccs3)cc2)cc1	-1	0%	2	19	3%	16%	6	24%	11	5%	-0.4%
COc1ccc(Cl)cc1NC(=O)c1ccco1	5	-1%	-5	-11	-1%	0%	-14	14%	-2	-2%	-0.1%
CC(=O)c1ccccc1NS(C)(=O)=O	3	1%	6	.	1%	13%	3	6%	3	8%	-0.5%
O=C(c1ccc(S(=O)(=O)N2CCCCC2)cc1)N1CCN(CCN2C(=O)c3cccc4cccc(c34)C2=O)CC1	3	-1%	18	-18	-2%	0%	-5	-14%	0	2%	-0.1%
Nc1c(C(=O)OCC(=O)NCc2ccccc2)[nH]c(=O)[nH]c1=O	-2	1%	3	17	12%	8%	-12	.	-1	0%	0.6%
O=C(CSc1nnnn1C1CCCC1)Nc1ccc2c(c1)OCCO2	26	-1%	11	1	-4%	2%	1	2%	1	6%	0.0%
COC(=O)C1CCN(C(=O)N2CCOCC2)CC1	-3	-4%	-7	-27	-1%	2%	-16	12%	1	-2%	-0.3%
Cc1ccc2c(c1)C1OCCC1C1N2C(=O)C2C(C(=O)O)C3C=CC21O3 (stereo not given)	-3	-1%	7	5	?	7%	?	-11%	3	0%	0.4%
CC(=O)N1c2ccc(S(=O)(=O)NCC3CCC(C(=O)N(C)Cc4ccccc4)CC3)cc2CC1C (stereo not given)	-1	1%	-2	4	.	7%	-9	-1%	1	0%	0.4%
CCOC(=O)C1CCN(c2c(N(C)Cc3ccco3)c(=O)c2=O)CC1	-2	0%	12	-13	21%	8%	0	4%	4	2%	-0.6%
Cc1cc(C)n2cc(CSc3ccccn3)nc2n1	1	-7%	-12	9	13%	7%	-6	-7%	-1	1%	-0.9%
Cc1ccc(C)c(CSc2nnc(-c3cccnc3)o2)c1	8	-2%	19	-16	0%	12%	-1	-3%	-2	2%	0.0%
COC(=O)c1cc(OC)c(OC)cc1NC(=O)c1ccccc1C	5	15%	.	-17	-1%	-23%	-17	-1%	-1	1%	0.2%
CCN(CC(=O)Nc1ccc2c(c1)OCCO2)C(=O)c1ccc([N+](=O)[O-])s1	5	.	-20	6	.	.	-19	.	.	1%	0.2%
O=C(COC(=O)c1ccccc1Nc1ccccc1)NCc1ccccc1Cl	?	0%	-3	-7	-2%	-5%	7	0%	0	1%	0.3%
Cn1c(=O)c2c(ncn2CC(=O)OCC(=O)Nc2sccc2C(N)=O)n(C)c1=O	0	.	5	24	.	.	1	.	.	4%	-0.3%
Cc1cccc(N2C(=O)N3[C@H](c4ccc(Br)cc4)[C@@H]4C(=O)N(C(C)(C)C)C(=O)[C@@H]4[C@]3(Cc3ccc(Cl)cc3)C2=O)c1	4	.	-4	-10	0%	18%	-9	0%	-5	0%	0.1%
Cc1ccc(N(CC(N)=O)C2SC(=O)N(Cc3cccc(C(=O)O)c3)C2=O)cc1 (stereo not given)	-2	-1%	-10	1	3%	-11%	3	-25%	0	5%	0.5%
CC1(C)CC(NNCCC#N)=CC(=[N+]2CCCC2)C1	0	0%	9	5	0%	61%[activator]	17	?	-20	14%	0.1%
CCOC(=O)C1CCN(CC(=O)NC(=O)NC2CCCCC2)CC1	0	-1%	2	7	3%	2%	-1	-16%	1	0%	-0.1%
O=C(/C=C/c1ccc(O)c(O)c1)O[C@H](Cc1ccc(O)c(O)c1)C(=O)O	2	-3%	.	.	?	-5%	.	.	-35*	?	0.0%
Cc1c(C(=O)N(C)C2CCCCC2)sc2ncnc(N3CCN(c4ccccc4)CC3)c12	12	-6%	4	-6	.	5%	20	.	.	0%	-1.5%
